NADH coupling = blocks coupling enzymes of NAD/NADH assays; coupled PK/LDH NADH assays, four targets; AID 774; IC50, µM (series often up to 10 µM), without a hit: top-dose inhibition; 0.02% of 65,000 active;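 active = single-dose screening hits from any of four coupled enzyme assays that gave an IC50 when retested across doses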;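 also: the DPM-DC format reads NADH fluorescence rather than 340 nm absorbance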
M1 agonist = activates the M1 muscarinic receptor | CHO-M1 cells, Fluo-4 calcium fluorescence, agonist mode; hits give high values | B-score at 10 µM | 3% of 64,000 active | AID 626;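 active = fluorescence rise, raw or as B-score row- and column-corrected plate score, outside the 99.7% band of its plate's samples, either direction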
HTR1A agonist = agonists of human 5-HT1a serotonin receptor | 0.56% of 65,000 active | P08908 | CHO 5-HT1a Ga15 NFAT-bla reporter, FRET ratio; 0% basal, 100% maximal reference agonist | activation, % at 10 µM;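 active = activation above the screen-wide mean activation plus 3 SD, cut at about 19% in these data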;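 also: 0% = DMSO wells and 100% = 5-CT at EC100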
Hsp90 block = displaces geldanamycin probe from tumor Hsp90; 0.35% of 64,000 active; inhibition, % at 30 µM; NCI-N417 lysate Hsp90, Cy3B-geldanamycin FP displacement; AID 429; P07900;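 active = inhibition above 50%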;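 also: 0% = tracer plus lysate wells and 100% = tracer alone without lysate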
Autofluor 339 = intrinsic fluorescence of library compounds, ex339/em460 – biochemical, MLSMR library, data from DPM-DC assay, artefact control, profiling panel | compound autofluorescence, ex339/em460 nm, NADH buffer; hits give high values; 1 = no-compound wells, NADH background | fluorescence fold increase at 10 µM | 5.5% of 65,000 active;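 active = at 10 µM, mean starting fluorescence two-fold or more over control wells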;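 also: signal is the first read of a kinetic run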
Her2 expr inh = inhibitors of human Her2 kinase expression; AID 645; 0.69% of 65,000 active; P04626; HER2 level % of control, % at 10 µM; SKBR-3 HER2 protein level, AlphaScreen, 18-24 h; hits give low values;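 active = HER2 level under 5% of the carrier-only control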;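 also: 100% = DMSO carrier and 0% = 500 nM PU-H71 HSP90 inhibitor; lower value means stronger loss of Her2 protein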
E coli RNAP = inhibitors of Escherichia coli RNA polymerase; P0A8V2; E. coli RNA polymerase, fluorescence transcription assay; inhibition, %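 (tested at 10 µM)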; 0.2% of 62,000 active; AID 559; in the data active = inhibition above about 20%;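 also: 0% = enzyme without compound and 100% = no enzyme blank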
M1 antagonist = M1 muscarinic receptor (rat) antagonism | B-score at 10 µM | CHO-M1 cells, Fluo-4 calcium, ACh EC80 antagonist mode; hits give low values | AID 628 | 3.4% of 64,000 active | P08482;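 active = calcium fluorescence response, raw or row-and-column corrected B-score, differing from the plate sample mean either way at a set confidence level, mostly lower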
Target sequence (P08482 whole entry, looked up): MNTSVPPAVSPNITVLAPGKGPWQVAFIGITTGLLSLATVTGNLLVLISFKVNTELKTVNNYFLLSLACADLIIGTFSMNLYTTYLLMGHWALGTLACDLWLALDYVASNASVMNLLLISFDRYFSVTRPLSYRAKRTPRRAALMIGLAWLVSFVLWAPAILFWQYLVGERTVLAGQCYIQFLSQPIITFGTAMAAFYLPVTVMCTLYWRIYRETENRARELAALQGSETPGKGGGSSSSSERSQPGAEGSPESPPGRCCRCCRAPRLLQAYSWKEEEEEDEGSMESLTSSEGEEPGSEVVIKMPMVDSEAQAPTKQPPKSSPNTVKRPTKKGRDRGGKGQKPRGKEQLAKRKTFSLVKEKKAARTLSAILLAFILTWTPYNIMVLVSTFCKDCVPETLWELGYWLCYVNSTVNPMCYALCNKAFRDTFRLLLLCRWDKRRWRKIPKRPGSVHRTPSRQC
D1 allo mod = D1 dopamine receptor (human) allosteric modulation; HEK293 D1, CRE-luciferase, dopamine EC30 potentiation; actives deviate in either direction; B-score at 10 µM; 5.9% of 58,000 active; AID 641;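 active = luminescence count or its row- and column-corrected plate score outside the 99.7% band of the plate's sample wells, on either side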
Target sequence (P21728 whole entry, looked up): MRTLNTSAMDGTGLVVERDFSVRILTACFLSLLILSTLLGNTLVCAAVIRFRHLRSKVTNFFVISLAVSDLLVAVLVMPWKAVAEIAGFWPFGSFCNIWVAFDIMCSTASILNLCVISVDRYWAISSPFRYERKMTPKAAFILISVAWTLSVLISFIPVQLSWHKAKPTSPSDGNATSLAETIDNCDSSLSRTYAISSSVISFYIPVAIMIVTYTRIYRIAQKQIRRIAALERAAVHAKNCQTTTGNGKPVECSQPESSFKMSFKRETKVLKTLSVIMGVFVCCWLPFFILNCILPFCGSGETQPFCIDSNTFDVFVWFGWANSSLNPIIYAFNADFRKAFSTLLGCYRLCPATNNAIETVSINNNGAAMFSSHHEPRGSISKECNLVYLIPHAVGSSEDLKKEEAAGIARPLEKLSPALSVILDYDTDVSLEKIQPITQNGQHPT
Starred values were filed as active, the others as inactive; . = no result given; [ ] = remark or other dose. This is a random part of the collection. Share with any hit: about 16%.

no.	Structure	NADH coupling	M1 agonist	HTR1A agonist	Hsp90 block	Autofluor 339
1	O=C(Cc1cccs1)N1CCC(c2nc3c(nnn3Cc3ccccc3Cl)c(=O)[nH]2)CC1	13%	-0.2	-3.9	-5	0.87
2	CCOC(=O)C1=C(N)n2c(s/c(=C\c3cccnc3)c2=O)=C(C(=O)OC)C1c1cccnc1 (centres undefined)	2%	-0.49	3.2	2	1.1
3	Cc1cc2c(c(N)n1)c(=O)oc1ccccc12	5%[fluoresces]	-0.33	-1.4	-1	3.7*
4	O=C(O)c1ccc(CSc2n[nH]c(-c3ccco3)n2)cc1	13%	0.069	-1.1	2	1.2
5	COc1ccc(C(=O)OCCN2CCOCC2)cc1OC	5%	-0.57	-1.6	-3	1.1
6	Cn1c(N2CCCC2)nc2c1c(=O)n(Cc1ccc(Cl)cc1)c(=O)n2C	2%	1.1	0.7	-4	0.96
7	COC(=O)c1sc(NC(=O)c2ccc(OC)cc2OC)nc1C	7%	-0.64	-1.4	-12	2.1*
8	O=C(NCc1cccs1)c1cc2c(s1)-c1ccccc1OC2	4%[fluoresces]	0.84	-1.2	-3	2.4*

no.	Her2 expr inh	E coli RNAP	M1 antagonist	D1 allo mod
1	86	8	0.37	0.64
2	147	1	1.2	.
3	109	3	-0.33	22*
4	94	3	-0.37	0.06
5	87	6	0.14	.
6	101	10	0.78	9*
7	100	3	0.12	-2.6*
8	59	-21	0.28	-3.5

As entered above:
M1 antagonist result of no. 5 → 0.14
HTR1A agonist result of no. 2 → 3.2
Hsp90 block result of no. 4 → 2

Complete entries, quoted from the list. Order of values: NADH coupling | M1 agonist | HTR1A agonist | Hsp90 block | Autofluor 339 | Her2 expr inh | E coli RNAP | M1 antagonist | D1 allo mod
Entry for COC(=O)c1sc(NC(=O)c2ccc(OC)cc2OC)nc1C : 7% | -0.64 | -1.4 | -12 | 2.1* | 100 | 3 | 0.12 | -2.6*
Entry for Cn1c(N2CCCC2)nc2c1c(=O)n(Cc1ccc(Cl)cc1)c(=O)n2C : 2% | 1.1 | 0.7 | -4 | 0.96 | 101 | 10 | 0.78 | 9*
Entry for O=C(O)c1ccc(CSc2n[nH]c(-c3ccco3)n2)cc1 : 13% | 0.069 | -1.1 | 2 | 1.2 | 94 | 3 | -0.37 | 0.06

Next records
no.	Structure	NADH coupling	M1 agonist	HTR1A agonist	Hsp90 block	Autofluor 339
9	CC(C)Oc1cccc(C(=O)Nc2ccccc2N2CCOCC2)c1	7%	0.015	1.0	-3	1
10	COC(=O)c1sc2cnccc2c1N	7%[fluoresces]	0.0043	1.2	0	5.1*
11	COC(=O)c1sc(NC(=O)COc2ccccc2OC)nc1C	11%	0.04	-2.0	-5	1
12	COC(=O)c1ccc(OC)c(CSc2nnc(COc3ccc(Cl)cc3)o2)c1	2%	.	-0.3	-1	1.1
13	CCC(=O)c1cc2c(cc1NC(=O)c1cccs1)OCCO2	8%	0.98	2.2	-5	1.3
14	CCOc1ccc(-c2noc(CCC(=O)NC)n2)cc1OCC	8%	.	2.5	3	0.97
15	Cc1ccc(OCC(=O)Nc2ccc(O)c(-c3nc4ccccc4o3)c2)cc1	7%[fluoresces]	-0.31	1.1	-14	2
16	O=C(CSc1nn(-c2ccc(Cl)cc2)c(=S)s1)N1CCN(C(=O)c2ccco2)CC1	2%	-2	-0.9	-1	1.1

no.	Her2 expr inh	E coli RNAP	M1 antagonist	D1 allo mod
9	146	3	-0.041	0.79
10	159	-11	0.012	-0.024
11	118	3	-0.35	-0.048
12	70	12	.	.
13	102	6	0.56	1.4
14	90	7	.	12*
15	29	10	0.29	0.18
16	107	-1	0.092	-0.76

Later entries:
no.	Structure	NADH coupling	M1 agonist	HTR1A agonist	Hsp90 block	Autofluor 339
17	CCCCCCn1c(-c2ccco2)nc2oc3cc(OC)ccc3c(=O)c2c1=O	1%	-0.004	1.8	-14	1.5
18	COC(=O)CNC(=O)C(Cc1c[nH]c2ccccc12)NC(=O)OC(C)(C)C (centres undefined)	5%	-1	-1.9	3	1.2
19	Cn1c(SCC(=O)NCc2ccco2)nnc1-c1c[nH]c2ccccc12	2%	0.26	-3.1	-2	1.1
20	Cc1cc(C(=O)NCc2cccnc2)cs1	1%	0.71	31*	-14	1.1
21	CCNC(=O)CC1C(=O)N(c2ccc(OC)cc2)C(=O)N1Cc1ccc(OC)cc1 (centres undefined)	3%	-0.0077	1.2	-3	1.1
22	CCc1nnc(NC(=O)C2Cc3ccccc3C(=O)O2)s1 (centres undefined)	7%	0.076	-3.0	-3	1.1
23	N#Cc1c2c(c(-c3ccco3)[nH]c1=O)CCCC2	7%	-0.086	-0.1	-6	1
24	COc1ccc(C(=S)N2CCCC2)cc1C	5%	0.18	6.4	2	1.1

no.	Her2 expr inh	E coli RNAP	M1 antagonist	D1 allo mod
17	63	.	-0.83	0.59
18	83	10	-0.44	-0.19
19	72	5	-1.9	-0.58
20	57	-3	-0.12	0.57
21	86	4	1.1	1.7
22	112	5	-0.033	-0.23
23	102	10	0.17	.
24	98	-1	1.3	1.6

Next part
no.	Structure	NADH coupling	M1 agonist	HTR1A agonist	Hsp90 block	Autofluor 339
25	CC1C=Cc2ccccc2N1C(=O)c1ccccc1 (centres undefined)	4%	-0.45	0.3	2	1
26	COc1ccc(S(=O)(=O)N[C@@H](CC(C)C)C(=O)O)cc1	4%	0.28	-3.7	-1	1.1
27	COc1ccc(OC)c(C(=O)Cn2nnc3ccccc3c2=O)c1	5%	-0.019	-0.4	-5	1.1
28	O=C(c1ccco1)N1CCN(C(c2ccccc2Cl)c2nnnn2CC2CCCO2)CC1 (centres undefined)	2%	0.46	-2.1	-5	1.1
29	CCOC(=O)N1CCC(N2CC34C=CC(O3)C(C(=O)Nc3ccc(F)cc3)C4C2=O)CC1 (centres undefined)	5%	0.016	-1.8	-4	1.1
30	CC(=O)c1sc2ccccc2c1OC(=O)c1ccco1	7%	1.1	2.6	-6	1.1
31	Cc1ccc(OC(=O)c2cccc(C(=O)Oc3ccc(C)cn3)n2)nc1	0%	0.55	-5.5	3	1.3
32	Cc1nnc2c(-c3ccccc3)nc3ccccc3n12	6%	-0.12	-1.1	-4	1

no.	Her2 expr inh	E coli RNAP	M1 antagonist	D1 allo mod
25	79	7	-0.24	4*
26	98	-3	0.45	-0.27
27	121	5	0.028	0.49
28	77	3	0.43	-0.47
29	101	-3	0.22	.
30	49	9	-0.82	0.62
31	81	7	0.8	0.14
32	64	10	-0.06	2.6

The results go on.
no.	Structure	NADH coupling	M1 agonist	HTR1A agonist	Hsp90 block	Autofluor 339
33	O=C(c1ccccc1-c1ccccc1)N1CCN(c2ccccn2)CC1	2%	1.3	-1.2	-9	1.1
34	O=S(=O)(Cc1ccccc1)N1CCc2ccccc21	2%	8.3*	0.8	-58	1.1
35	O=C(Nc1ccc(F)cc1F)c1cc2n(n1)C(C(F)(F)F)C1CCCCC1N2 (centres undefined)	6%	0.69	-0.6	-2	1.1
36	COCCOC(=O)c1c(C)oc2ccc(NS(=O)(=O)c3ccc(C(=O)O)cc3)cc12	6%	-0.039	-2.2	1	1
37	O=C1CC(N2CCN(c3nc4ccccc4s3)CC2)C(=O)N1c1ccc(F)cc1 (centres undefined)	7%	-0.29	1.4	-3	1.1
38	Cc1ccccc1-c1nn2c(-c3ccccc3)nnc2s1	1%	0.15	-2.9	-4	1.1
39	CCn1c(Cn2nnc(-c3ccccc3)n2)nnc1SCC(=O)Nc1cccc(C)c1C	4%	-0.19	-0.7	-1	1.1
40	CCC(Sc1nc2n[nH]c(C)c2c(=N)n1-c1ccc(C)c(Cl)c1)C(=O)N1CCOCC1 (centres undefined)	5%	0.65	2.2	1	1.1

no.	Her2 expr inh	E coli RNAP	M1 antagonist	D1 allo mod
33	106	4	-1	0.14
34	64	4	-0.19	-0.51
35	63	-1	0.93	0.09
36	102	.	-0.28	.
37	102	7	-0.045	.
38	90	6	-2.7*	.
39	90	9	-0.25	-0.29
40	85	.	-0.17	0.73

More results follow:
no.	Structure	NADH coupling	M1 agonist	HTR1A agonist	Hsp90 block	Autofluor 339
41	COC(=O)c1ccc(OC)c(CSc2nnc(-c3ccc(C)cc3)o2)c1	5%	0.55	0.1	-8	1.1
42	Cc1c(NC(=O)C(C)OC(=O)c2cc3c4ccccc4n(C)c3s2)c(=O)n(-c2ccccc2)n1C (centres undefined)	5%[fluoresces]	1.4	1.1	1	1.9
43	O=C(NCCNC(=O)c1ccc(Br)o1)c1ccc(Br)o1	7%	-0.03	-1.2	-2	1
44	N#Cc1c(SCC(N)=O)nsc1SCc1ccc(Cl)cc1	2%	0.2	-0.1	-1	1.1
45	O=C(COc1ccc(Cl)cc1)NCCCn1ccnc1	4%	0.013	-6.2	-3	1.1
46	Cc1ccc(NC(=O)CSCC(=O)Nc2ncc3c(n2)CC(c2ccco2)CC3=O)cc1 (centres undefined)	4%	-0.54	-2.6	-8	1.1
47	Cc1cc(C(F)(F)F)nc(SCC(=O)NC2=NC(=O)C(C)S2)n1 (centres undefined)	1%	-0.17	-2.7	-1	1
48	CCOC(=O)C1=C(C)NC(SCc2cc(=O)[nH][nH]2)=C(C#N)C1c1cccs1 (centres undefined)	4%	0.58	1.3	-11	1.1

no.	Her2 expr inh	E coli RNAP	M1 antagonist	D1 allo mod
41	102	12	-0.2	.
42	90	1	0.39	0.057
43	93	16	0.11	-0.79
44	88	1	0.041	-0.036
45	103	3	0.44	-0.93
46	104	.	-1.3	.
47	120	2	-0.58	-0.098
48	94	12	0.21	-0.1

(cont.)
no.	Structure	NADH coupling	M1 agonist	HTR1A agonist	Hsp90 block	Autofluor 339
49	c1cncc(CNc2nc(N3CCOCC3)nc(N3CCOCC3)n2)c1	2%	0.33	.	.	1.1
50	O=c1cc(O)nc(SCc2ccccc2Cl)[nH]1	4%	-0.031	-0.1	-3	1.1
51	CCOC(=O)C1=C(C)N=c2s/c(=C\C(=O)OC)c(=O)n2C1c1ccc(OC)cc1 (centres undefined)	3%	0.27	0.0	-4	1.1
52	CCN1CCN(C(c2cccs2)C(C)NS(=O)(=O)c2ccc(Br)cc2)CC1 (centres undefined)	5%	-0.14	2.1	-1	1.1
53	COC(=O)c1[nH]c2cccc(OC)c2c1NC(=O)CCN1CCN(c2cccc(Cl)c2)CC1	12%	-1.1	2.5	-4	2.6*
54	CCCCOC(=O)CSC1=C(C#N)C(c2ccccc2OCC)C(C#N)C(=O)N1 (centres undefined)	9%	1.5	0.3	-2	1.1
55	CC/C(C)=C1\SC(N2CCN(C(C)=O)CC2)=NC1=O	0%	-0.51	1.5	-3	1.1
56	CCOC(=O)C(Cc1ccccc1)C(=O)Nc1nccs1 (centres undefined)	18%	0.37	-0.4	-2	1

no.	Her2 expr inh	E coli RNAP	M1 antagonist	D1 allo mod
49	93	6	-0.45	0.74
50	113	1	0.78	.
51	81	9	-0.082	0.15
52	119	2	-2.1	0.0032
53	95	9	0.48	.
54	98	3	0.34	0.94
55	114	3	0.7	.
56	77	5	-0.046	0.71

The listing continues:
no.	Structure	NADH coupling	M1 agonist	HTR1A agonist	Hsp90 block	Autofluor 339
57	CCOc1ccc(OCC)c(NC(=O)c2[nH]c(C)c(C(C)=O)c2C)c1	5%	0.4	-2.0	25	1.6
58	Cc1nn(-c2ccc(F)cc2)c(C)c1NS(=O)(=O)c1ccc(Cl)cc1	4%	1.1	-0.7	1	1
59	CS(=O)(=O)N(CC(=O)NCc1ccncc1)Cc1ccc(Cl)cc1	2%	2.2*	0.6	-3	1
60	O=S(=O)(c1cccc(-n2cnnn2)c1)N1CCOCC1	4%	-0.29	-2.9	.	1
61	CCN1CCN(C(=O)CN(c2ccc(C)cc2)S(C)(=O)=O)CC1	7%	-0.78	-0.6	-5	1
62	N#CC1=C(O)CCCn2c1nc1ccccc1c2=O	6%	-0.91	-0.4	.	1.1
63	O=C(COc1ccc(Cl)cc1)Nc1ncccn1	4%	0.4	-1.3	-2	1.1

no.	Her2 expr inh	E coli RNAP	M1 antagonist	D1 allo mod
57	105	-3	0.79	-0.58
58	89	12	-0.25	0.58
59	112	4	-0.9	-0.3
60	95	9	-0.12	-0.13
61	84	4	0.52	.
62	97	8	0.18	-0.12
63	100	6	0.065	0.44

Screens: PubChem BioAssay, several laboratories
